Bioassay records as filed in PubChem BioAssay.
OXTR ag: human OXTR agonism | P30559 | CHO-OTR cells, Fluo-8 calcium fluorescence; normalized: DMSO 0%, oxytocin 100% | activation, % at 3 µM | 320,000 tested, 0.32% active | AID 2435;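 active = activation above the mean of all tested compounds plus 3 SD, cutoff set per screening run, cut at about 20% in these data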;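 also: peak over basal fluorescence ratio from a 100 s FLIPR kinetic read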
Target sequence (P30559 whole entry, looked up): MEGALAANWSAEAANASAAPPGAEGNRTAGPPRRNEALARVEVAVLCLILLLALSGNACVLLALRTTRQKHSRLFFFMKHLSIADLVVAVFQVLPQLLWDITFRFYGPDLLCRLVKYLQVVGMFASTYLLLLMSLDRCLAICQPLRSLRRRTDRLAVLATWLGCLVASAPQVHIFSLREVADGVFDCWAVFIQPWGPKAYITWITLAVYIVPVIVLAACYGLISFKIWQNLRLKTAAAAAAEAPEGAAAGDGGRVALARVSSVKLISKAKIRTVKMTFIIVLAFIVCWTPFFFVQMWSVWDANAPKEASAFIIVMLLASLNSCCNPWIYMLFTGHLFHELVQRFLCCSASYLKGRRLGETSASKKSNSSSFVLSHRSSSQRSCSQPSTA
V1aR counter: counter-screen for oxytocin receptor agonists: human V1a receptor agonists; P37288; CHO-V1R cells, Fluo-8 calcium fluorescence, agonist mode; 0% DMSO, 100% 3 nM vasopressin; activation, % at 3 µM; 320,000 tested, 0.25% active; AID 2797;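 active = activation above the mean activation of all tested compounds plus 3 SD, per screening run, cut at about 20% in these data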;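 also: signal is peak over basal fluorescence ratio across a 100 second FLIPR read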
CHO-K1 Ca antag: counter-screen for M1 antagonists: effect in parental CHO-K1 cells; inhibition, % at 3 µM; ATP-induced calcium, Fluo-8 fluorescence; 360,000 tested, 0.6% active;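 active = inhibition above a per-plate cutoff, the plate's mean sample inhibition plus 3 SD, cut at about 24% in these data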;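 also: 0% = DMSO plus EC80 ATP and 100% = DMSO alone without ATP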
OXTR potentiator: potentiators of human oxytocin receptor; AID 2445; 320,000 tested, 0.061% active; P30559; CHO-OTR cells, Fluo-8 calcium fluorescence, potentiator mode; 0% = oxytocin EC15, 100% = EC100; activation, % at 3 µM;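 active = activation above that plate's cutoff, the mean activation of tested compounds plus 3 SD, cut at about 6.6% in these data, passing the limit was not always enough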;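 also: 100% uses oxytocin at 75 nM as the full agonist control; some results filed as inactive read as strong as hits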
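test system = CHO-OTR cells, human receptor | compound = single-point 3.0 µM | schedule = 6 min compound pre-incubation at room temperature, 100 s kinetic read | signal = Fluo-8 no-wash calcium dye fluorescence, excitation 470-495 nm, emission 515-575 nm | repeats = single well per compound, singlicate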
TAAR1 antagonist: antagonists of human TAAR1 | Q96RJ0 | CHO RD-HGA16 TAAR1, Fluo-8 calcium fluorescence, antagonist | inhibition, % at 3 µM | 360,000 tested, 1.5% active | AID 624466;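 active = inhibition above a per-plate cutoff, the mean inhibition of test compounds on that plate plus 3 SD, cut at about 49% in these data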;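 also: 0% = DMSO plus EC80 beta-PEA response and 100% = DMSO alone without agonist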
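System: CHO RD-HGA16 cells bearing hTAAR1. Reagent: EC80 β-phenethylamine stimulus. Schedule: seeding 17-24 h prior, 75-min 37 °C, 30-min RT dye loading. Signal: Fluo-8 intracellular calcium dye fluorescence, real-time kinetic reads. Read-out: % inhibition from peak post-agonist over basal fluorescence ratio. Benchmarks: vehicle wells and EC80 agonist wells. Replicates: n of 1.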
CHO-K1 Ca PAM: nonselective activator or artifact in parental CHO-K1 calcium assay | ATP EC20, Fluo-8 calcium fluorescence; 0% at ATP EC20, 100% at ATP max | activation, % at 3 µM | 360,000 tested, 0.02% active;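 active = activation above the run cutoff, the mean activation of all test compounds plus 3 SD, cut at about 40% in these data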;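 also: peak over basal fluorescence ratio in a 140 s read after ATP addition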
CHO parental Ca: counter-screen for OX1R antagonists: effect in parental CHO cells. 330,000 tested, 0.63% active. parental CHO-K1, ATP-induced calcium, Fluo-8 fluorescence. AID 463079. inhibition, % at 5.6 µM;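 active = inhibition above that plate's mean sample inhibition plus 3 SD, cut at about 26% in these data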;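 also: 0% = ATP-challenged DMSO wells and 100% = DMSO wells without ATP; some compounds past the cut are filed as inactive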
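Material: Parental CHO cells | Reagent: ATP | Compound dosing: Single nominal dose of 5.6 µM per compound | Detection: Intracellular calcium via Fluo-8 no-wash fluorescent dye | Read-out: % inhibition of ATP-induced calcium mobilization | Benchmarks: Low control ATP plus DMSO, high control DMSO only | Replicates: Singlicate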
GPR7 antagonist: blocks human GPR7 receptor signaling; P48145; GPR7-expressing cells, fluorescence antagonist assay; inhibition, % at 4.4 µM; 290,000 tested, 1.1% active; AID 1861; in the data active = inhibition above about 16%, passing the limit was not always enough;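 also: cells stimulated with the agonist NPW; 0% = agonist with vehicle and 100% = vehicle without agonist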
Target sequence (P48145 whole entry, looked up): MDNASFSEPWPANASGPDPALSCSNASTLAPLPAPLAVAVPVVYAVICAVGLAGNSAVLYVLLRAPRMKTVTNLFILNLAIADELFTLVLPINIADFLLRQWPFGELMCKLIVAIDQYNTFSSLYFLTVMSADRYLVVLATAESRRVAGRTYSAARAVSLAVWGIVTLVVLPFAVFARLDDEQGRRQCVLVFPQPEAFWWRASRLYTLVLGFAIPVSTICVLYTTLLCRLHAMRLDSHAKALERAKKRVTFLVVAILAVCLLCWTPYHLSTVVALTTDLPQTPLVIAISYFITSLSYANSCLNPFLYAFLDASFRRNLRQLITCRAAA
M1 ag parental: counter-screen for M1 agonists: effect in parental CHO-K1 cells. Fluo-8 calcium fluorescence; scaled to maximal ATP response, vehicle zero. activation, % at 3 µM. 360,000 tested, 0.48% active; in the data active = activation above about 15%;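 also: untransfected CHO-K1 host cells lacking M1 receptor as counterscreen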
Numbers without * were called inactive; . = no result given. Not all compounds are listed (hit frequency here may not be typical).

SMILES	OXTR ag	V1aR counter	CHO-K1 Ca antag	OXTR potentiator	TAAR1 antagonist	CHO-K1 Ca PAM	CHO parental Ca	GPR7 antagonist	M1 ag parental
CC(O)CNc1ccc([N+](=O)[O-])c2cccnc12 (centres undefined)	0.8	0.4	-7	-1	-5	20	2	-13	0.9
CN1CCN(Cc2cn(C)c3ccccc23)CC1CCO (centres undefined)	-0.2	-0.1	3	-14	-4	-5	-3	-8	0.0
C=CCn1c(O)c(C(C)=NCCN2CCN(C(=S)NC)CC2)c(=O)[nH]c1=O	0.3	-0.1	-9	0	-26	15	-4	-9	0.6
O=C(Nc1ccc(OC(=O)N2CCCC2)cc1)N1CCOCC1	0.2	-0.2	-4	-9	6	10	-11	-16	-0.1
Nc1nnc(P(c2ccccc2)c2ccccc2)s1	-1.7	-2.3	-1	-5	-37	6	-12	-5	-0.7
O=C1NC(=O)C(=Cc2csc3ccccc23)C(=O)N1	24*	0.6	-10	-16	26	-2	-8	-11	-0.8
C=CCn1c(O)c(C(CC)=NCc2cc(OC)cc(OC)c2)c(=O)[nH]c1=O	0.9	2.2	-5	-8	15	13	-32	-12	3.9
CN1C(=O)C(Cc2cccs2)C(=O)N(C)C1=O	0.6	0.6	-26	-2	-29	12	-3	-12	-0.1
OC(CN1CCCCC1)c1c[nH]c2ccccc12 (centres undefined)	0.4	0.5	14	-6	-4	-22	-4	4	-0.8
Cc1cccc(NC(=O)[C@@H](NC(=O)N2C[C@H]3C[C@@H](C2)c2cccc(=O)n2C3)C(C)C)c1	-0.7	0.1	-8	-3	10	21	-8	4	0.7
COc1ccc(-n2c(O)c(C(C)=NCc3ccc4c(c3)OCO4)c(=O)[nH]c2=O)cc1	0.5	0.3	-3	0	-45	8	-25	-15	0.3
CC(C)c1oc(=O)cc2c1[C@@H](O)[C@H]1OC(=O)[C@@]3(C)C[C@@H](O)[C@@H](O)[C@@]2(C)C13 (some centres undefined)	-0.4	1.0	-11	-12	-19	-10	-7	-7	0.1
COc1cc(C(=O)O)cc(OC)c1OC	.	.	7	.	-3	2	.	.	0.0
COC(=O)C1=C(c2ccccc2OCc2ccccc2)C[C@@H]2CC[C@H]1N2C(=O)NCc1ccc(Cl)cc1	-0.1	2.9	-21	-3	34	8	-22	.	0.5
CCN1CC2(COC(=O)c3ccccc3N)CCC(OC)C34C5CC6C(OC)CC(O)(C5C6OC)C(O)(C(OC)C23)C14 (centres undefined)	3.2	2.6	18	1	.	-6	-3	-8	0.2
Cc1nccc2c1[nH]c1ccc(Br)cc12	4.5	3.8	-6	-6	5	11	-10	.	5.1
CCC(=NCCc1ccccc1)c1c(O)n(C2CCCCC2)c(=O)[nH]c1=O	-1.7	-0.7	4	-5	60*	1	-9	5	-0.1
CCC(=NCCCN(CC)CC)c1c(O)n(-c2ccccc2)c(=O)[nH]c1=O	1.6	0.5	-4	0	-3	1	5	-6	0.4
COc1ccc(C2=NCC(=O)N(CC(=O)NCc3ccco3)c3sc4c(c32)CCCC4)cc1OC	2.8	2.8	-10	-8	-1	2	-20	2	4.0
CCCc1cc(=O)oc2cc(OCC(=O)N3CCN(Cc4ccc5c(c4)OCO5)CC3)ccc12	3.0	4.9	-13	-6	-7	17	-31	-7	3.7
O=C(C1CC(=O)N(C2CCCCCCC2)C1)N1CCC2(CC1)OCCO2 (centres undefined)	0.3	0.5	-4	-8	3	20	-6	1	0.8
COC(=O)CC1NC2CCCCC2NC1=O (centres undefined)	0.5	0.7	0	2	7	10	-3	-7	0.1
COc1ccccc1N1CCN(C2CCCN(C(=O)COc3ccccc3Cl)C2)CC1 (centres undefined)	.	.	-9	.	-4	0	.	-4	4.8
Cc1ccc(-c2nc3ccccc3c(=O)n2-c2cccc(C)n2)cc1	-1.3	0.2	5	-2	-21	-7	-21	1	3.8
c1ccc(CNCCc2ccc3c(c2)OCO3)nc1	0.1	1.1	-22	-7	6	8	5	-6	0.7

Brought forward from above: 6 compounds, then new ones.
SMILES	OXTR ag	V1aR counter	CHO-K1 Ca antag	OXTR potentiator	TAAR1 antagonist	CHO-K1 Ca PAM	CHO parental Ca	GPR7 antagonist	M1 ag parental
CCCc1cc(=O)oc2cc(OCC(=O)N3CCN(Cc4ccc5c(c4)OCO5)CC3)ccc12	3.0	4.9	-13	-6	-7	17	-31	-7	3.7
O=C(C1CC(=O)N(C2CCCCCCC2)C1)N1CCC2(CC1)OCCO2 (centres undefined)	0.3	0.5	-4	-8	3	20	-6	1	0.8
COC(=O)CC1NC2CCCCC2NC1=O (centres undefined)	0.5	0.7	0	2	7	10	-3	-7	0.1
COc1ccccc1N1CCN(C2CCCN(C(=O)COc3ccccc3Cl)C2)CC1 (centres undefined)	.	.	-9	.	-4	0	.	-4	4.8
Cc1ccc(-c2nc3ccccc3c(=O)n2-c2cccc(C)n2)cc1	-1.3	0.2	5	-2	-21	-7	-21	1	3.8
c1ccc(CNCCc2ccc3c(c2)OCO3)nc1	0.1	1.1	-22	-7	6	8	5	-6	0.7
C=Cn1c(P(=S)(N2CCOCC2)N2CCOCC2)cc2c1CCCC2	-0.6	-1.6	-10	2	-17	18	-13	-11	0.0
CC(C)c1ccc(NC(=O)N2C[C@H]3C[C@@H](C2)c2cccc(=O)n2C3)cc1	-1.2	-0.6	2	-6	0	15	-4	0	-0.1
CCOc1nc(NC(C)C)nc(N2CC3CC(C2)c2cccc(=O)n2C3)n1 (centres undefined)	0.8	1.2	-13	-7	-10	26	-6	-3	0.6
CCOC(=O)C1(CCCc2ccccc2)CCN(C2CCCC2)CC1	0.8	2.4	5	-4	6	-2	-1	8	0.8
N=c1c[n+](CC23CC4CC(CC(C4)C2)C3)[n-]o1	0.7	0.9	-12	-6	2	17	7	-13	0.4
COc1cc(C(=O)N2Cc3ccc(Br)cc3-n3nncc3C2)cc(OC)c1OC	.	.	11	.	-8	-6	.	.	1.5
Cc1ccc2c(c1)c(=O)c1c3n2CCN(CC#N)C3CC1 (centres undefined)	-1.3	0.1	-12	3	26	3	-2	-6	0.1
Ic1ccccc1CN[C@@H]1C2CCN(CC2)[C@@H]1C(c1ccccc1)c1ccccc1	12	5.7	-4	-9	17	12	16	.	2.4
CCN(CC)S(=O)(=O)c1ccc(C(=O)NC2CN3CCC2CC3)cc1 (centres undefined)	0.1	0.8	-21	1	-20	25	8	-15	1.7
CN1CC(C(=O)c2cccs2)C(c2ccc(Cl)cc2)C1 (centres undefined)	2.3	1.3	7	-1	-23	13	-14	15	21*
O=[N+]([O-])c1ccc(C2C3C(c4ccccc4)=NC4(CCCC4)N32)cc1 (centres undefined)	-1.9	-0.2	11	-12	-11	-7	-9	1	-0.5
CCC1CN1P(=S)(N1CC1CC)N1CC1CC (centres undefined)	.	.	-10	.	-19	0	.	.	0.4
O=C1NC(=O)C(CCc2ccncc2)(CCc2ccncc2)C(=O)N1C1CCCCC1	-1.5	-0.2	1	-12	13	5	-15	-4	0.0
O=[N+]([O-])NC1=NCCN1Cc1ccc(Cl)nc1	-0.6	0.2	-5	-9	6	18	-2	9	0.4
CN1CCc2nc3ccc(F)cc3c(C(N)=O)c2C1	0.6	0.7	10	-16	-3	-3	4	5	-0.1
Cc1cc2c(s1)NC(=O)CN=C2c1cccs1	-1.0	-0.1	10	-4	12	3	-5	8	0.9
O=C(O)c1ccc(Cl)nc1	1.4	0.7	-8	2	-5	10	7	-7	0.5
CCOC(=O)c1cccc(C2=C(CNC(=O)c3ccncc3)[C@H]3CC[C@@H](C2)N3Cc2ccccc2)c1	.	.	-9	.	-6	-10	.	.	0.2
Cc1nn(Cc2ccccc2)c(C)c1C(=O)OCC(=O)NCc1ccco1	-0.1	-0.1	-1	-6	9	12	-20	1	0.6
Oc1c(Br)cc(Br)cc1CN1CCN(Cc2ccccc2)CC1	-1.7	-0.1	-7	-3	-17	21	-38	3	0.5
O=C(c1ccc(Cl)cc1)C1CCCN(Cc2ccon2)C1 (centres undefined)	-1.1	1.1	-13	-11	5	4	-13	2	0.8
COC(=O)CC1=C(C(=O)OC)C2(C(=O)Nc3c(C)cccc32)C(C#N)=C(N)O1 (centres undefined)	1.1	0.4	-5	0	3	10	7	-6	0.0
CC=C(CC)C1(CCC)C(=O)NC(=S)NC1=O	.	.	-16	.	-3	19	.	.	0.5
CCC(C)/C=C(C)/C=C/C1=CC2=C(Cl)C(=O)C(C)(OC(C)=O)C(=O)C2=CO1 (centres undefined)	-1.1	-0.6	-6	-3	.	7	-2	-11	0.0
O=C(c1cc(-c2ccccc2)on1)N1CCC2(CC1)OCCO2	0.7	0.5	.	0	.	.	0	-4	.
CCCC(=O)NC1=C(N2CC2)C(=O)C(NC(=O)CCC)=C(N2CC2)C1=O	.	.	-9	.	-29	18	.	.	0.9
